# Compound activity as filed in PubChem.
# S3 lipid droplet: qHTS Assay for Lipid Storage Modulators in Drosophila S3 Cells. Drosophila S3 cells, BODIPY lipid droplet fluorescence, 18-24 h; cells fed with added oleic acid. lipid storage change, negative = inhibition, % at the top dose, mostly 46.1 µM; hits show Potency in µM. 0.64% of 320,000 active. AID 2685; active = well fitted inhibition curve with a large enough effect in the signal ratio, with a control signal flat, not every such curve was filed as active; inconclusive = small, poorly fitted or top-dose-only effect, or effect the other way, or a change in a side signal; the % refers to the signal ratio
#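 Drosophila S3 cells loaded with oleic acid (400 uM, as added) and compounds at several concentrations; lipid droplets imaged by 488-nm laser-scanning cytometry, 500–530 nm intensity and object ratio to cell channel. Percent activity normalized to 20 uM Triacsin C.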
# S3 lipid droplet cell count max: recorded beside S3 lipid droplet, whose call it bears; cell number change, %; measured here: cell count max response;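 cells counted by Cell Tracker Red CMTPX staining in the red channel; peak over a dose series mostly up to 46.1 µM; percent activity relative to internal control wells on each plate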
# The depositor's hits bear a star; i = inactive; ? = inconclusive; . = no result given. % is set by controls: 0 for no effect and ±100 for the full control effect; potency is the fitted concentration of half-maximal effect. A portion of the library; count on the stated rates, not on these rows.
SMILES,S3 lipid droplet,S3 lipid droplet cell count max
O=C(NCc1ccc2c(c1)OCO2)c1ccc(Cl)s1,?,.
Cc1ccc(S(=O)(=O)N2CCCCC2C)cc1[N+](=O)[O-] (stereo not drawn),i,-15
Cc1ccccc1N(C(=O)Cc1cccs1)C(C(=O)NCC1CCCO1)c1cccnc1 (stereo not drawn),-13%,-7
CC1CCCCN1C(=O)C12CCC(C)(/C(=N/O)C1)C2(C)C (stereo not drawn),?,.
COc1cc(OC)cc(C(=O)O/N=C(\N)c2ccncc2)c1,?,.
CCCOC(=O)Nc1cccc(C(C)=O)c1,7%,6
Cc1cccc(C(=O)NNC(=O)c2ccccc2C)c1,10%,-8
COc1ccc(C2C(C(=O)c3ccco3)=C(O)C(=O)N2c2nnc(C)s2)cc1OC (stereo not drawn),?,.
O=C(O)c1ccc(NC(=S)NC(=O)c2ccc(-c3ccc(Br)cc3)o2)cc1,?,.
Cc1cc(Nc2ccc([N+](=O)[O-])cc2)nc2ccccc12,i,11
COc1cccc(-c2[nH]nc3c2C(c2ccoc2)C(C#N)=C(N)O3)c1 (stereo not drawn),?,.
COc1cc(/C=C(\C#N)C(=O)N2CCCCC2)ccc1O,?,.
O=C(Nc1ccc(Cl)cc1)NN1CC(=O)N(c2cccc(C(F)(F)F)c2)CC1=O,-5%,-8
O=C(CCN1C(=O)/C(=C/c2ccccc2Cl)SC1=S)NN1CCOCC1,?,.
O=C(NCCc1ccc(Cl)cc1)c1cccc(NC2=NC3CS(=O)(=O)CC3S2)c1 (stereo not drawn),-2%,9
COCCNC(=O)c1onc(CSc2ccccc2F)c1C(=O)O,?,.
CC1(C)Cc2nc3sc4c(SCC(=O)NCc5ccccc5)ncnc4c3cc2CO1,?,.
O=C(NC1=NCCS1)c1ccc(Cl)c(S(=O)(=O)N2CCCCCC2)c1,?,.
COc1ccc(-c2noc(CCC(=O)NCCc3cccc(C)c3)n2)cc1,-4%,1
CC(/C=C/c1ccccc1)=N\NC(=O)Cn1nc(C)cc1C,?,.
CCc1[nH]nc(C(=O)N2CCCC(N3CCN(c4ccccc4C)CC3)C2)c1C (stereo not drawn),?,.
CCOCCOCCC(C(=O)O)P(=O)(c1ccccc1)c1ccccc1 (stereo not drawn),?,.
OCC[C@H]1C[C@@H](O)[C@H](O)[C@@]2(CCCc3ccccc3O2)O1,?,.
FC(F)(F)c1ccccc1NC(=S)Nc1cccc2cnccc12,8%,11
Cc1ccccc1NC(=O)c1cccc(S(=O)(=O)N2CCCCC2)c1,?,.
NC(=O)CC(NC(=O)c1ccccc1)c1ccc(NC2CCC2)c([N+](=O)[O-])c1 (stereo not drawn),-4%,7
Cc1[nH]nc2ncc(C(=O)c3cc(F)ccc3O)cc12,i,.
CCOC(=O)c1ccc(N2C(=O)Cc3ccccc3C2=O)cc1,?,.
CCOc1ccccc1OCC(=O)OCC(=O)Nc1ncc(Cl)cc1Cl,?,.
Cc1ccc(C(O)Cn2nc(C)cc2C)cc1 (stereo not drawn),?,.
O=[N+]([O-])c1cc(Br)c(O)c(/C=N/Nc2nnnn2-c2cccc3ccccc23)c1,?,.
COc1ccc(-n2cnnc2SCC(=O)Nc2cc(C(C)(C)C)nn2-c2ccccc2)cc1,?,.
C/C(Cn1cnc([N+](=O)[O-])n1)=N\NC(=O)c1ccccc1,9%,12
O=C(NC1CCCCC1)C1CCN(C(=O)NCc2ccccc2)CC1,?,.
O=C(NCCN1C(=O)S/C(=C\c2ccc(Cl)c(Cl)c2)C1=O)c1cnccn1,-3%,-15
CC(C)(C)C(=O)COC(=O)c1ccc(O)cc1,9%,15
Cc1nc2ccc(NC(=O)Cc3cccc(F)c3)cc2s1,?,.
Cn1nccc1NC(=O)c1nccnc1C(=O)O,7%,16
COc1ccccc1N(CC(=O)NCCSCc1ccc(C)cc1)S(=O)(=O)c1ccccc1,i,.
O=C(CCC1CCCCC1)NNC(=O)NC12CC3CC(CC(C3)C1)C2,?,.

# 3 compounds already listed, sorted by SMILES length, ascending.
SMILES,S3 lipid droplet,S3 lipid droplet cell count max
Cc1nc2ccc(NC(=O)Cc3cccc(F)c3)cc2s1,?,.
CC(/C=C/c1ccccc1)=N\NC(=O)Cn1nc(C)cc1C,?,.
O=C(NCCc1ccc(Cl)cc1)c1cccc(NC2=NC3CS(=O)(=O)CC3S2)c1 (stereo not drawn),-2%,9

# Other results:
SMILES,S3 lipid droplet,S3 lipid droplet cell count max
CCOC(=O)CC(=O)CSc1nc(-c2ccccc2)cc(-c2ccccc2)c1C#N,?,.
O=C(c1ccc(=O)[nH]c1)N1CCN(S(=O)(=O)c2ccccc2)CC1,?,.
CCn1c(SC(C)C)nnc1-c1cc(-c2ccccc2)sc1N,?,.
CCCCOC(=O)Nc1ccc(C(N)=O)cc1,?,.
COC(=O)c1sc(-c2ccccc2)cc1NC(=O)c1ccc(OC)cc1,18%,-16
Cc1ccc(NC(=O)NCc2c(C)nn(C)c2C)cc1Cl,?,.
O=C(CSc1nnc(COc2ccc(F)cc2)o1)N1CCCCC1,?,.
CC(=O)Nc1ccc(C(=O)OCC(=O)N(Cc2ccccc2)C(C)(C)C)cc1,?,.
NNC(=O)c1sc(-c2ccccc2)cc1N,?,.
Cc1cccc(NC(=O)C[n+]2ccccc2)c1,?,.
CC(C)c1nn(-c2cc(C(F)(F)F)ccn2)c(=O)o1,2%,12
COC(=O)c1nn(-c2ccccc2)c(Sc2ccc(Br)cc2)c1/C=N/O,-27%,19
CCCOc1ccc2c(C)c(CC(=O)OC)c(=O)oc2c1,?,.
O=C(Nc1ccc(Cl)cn1)Nc1cccs1,?,.
CCc1nnc(N/N=C/c2ccc(O)c(OC)c2)n1N,?,.
N=C1/C(=C/c2cccn2Cc2ccc(Cl)cc2)C(=O)N=C2SC=CN12,-26%,11
COc1cc2c(cc1OC)C(c1ccc([N+](=O)[O-])cc1)NCC2 (stereo not drawn),315%,9
O=C(N/N=C/c1ccccc1OC(=O)c1ccc2c(c1)OCO2)c1cccc(F)c1,?,.
CCN1N=C(c2cc(Cl)sc2Cl)CSC1=O,?,.
O=C(O)c1ccc2c(c1)C(=O)N([C@@H](C(=O)O)C(c1ccccc1)c1ccccc1)C2=O,3%,13

# Part of the list above in a different format:
smiles	S3 lipid droplet	S3 lipid droplet cell count max
CCCOc1ccc2c(C)c(CC(=O)OC)c(=O)oc2c1	?	.
O=C(Nc1ccc(Cl)cn1)Nc1cccs1	?	.
CCc1nnc(N/N=C/c2ccc(O)c(OC)c2)n1N	?	.
N=C1/C(=C/c2cccn2Cc2ccc(Cl)cc2)C(=O)N=C2SC=CN12	-26%	11
COc1cc2c(cc1OC)C(c1ccc([N+](=O)[O-])cc1)NCC2 (stereo not drawn)	315%	9
O=C(N/N=C/c1ccccc1OC(=O)c1ccc2c(c1)OCO2)c1cccc(F)c1	?	.

# The results go on.
SMILES,S3 lipid droplet,S3 lipid droplet cell count max
C=CCN(CC=C)C(=O)CN1C(=O)c2ccccc2C1=O,9%,5
CN(C)S(=O)(=O)c1cc(NC(=O)CN2CCN(c3ccc(O)cc3)CC2)ccc1Cl,?,.
OCC1(CCOc2ccccc2)CCN(Cc2ccc(OC(F)F)cc2)CC1,i,.
COc1ccccc1NC(=O)C(C)Sc1nc(-c2ccccc2)cn1N (stereo not drawn),?,.
CCCCn1nnnc1NCc1ccc(OC)c(OC)c1,i,.
COc1ccc(/C=C/C(=O)NCC(c2ccc(F)cc2)N2CCOCC2)cc1OC (stereo not drawn),-5%,-2
c1ccc(-n2cc(CN3CCCC3)c(-c3ccc4c(c3)OCO4)n2)cc1,?,.
c1ccc(CSc2nnnn2-c2cccc3ccccc23)nc1,?,.
CCOC(=O)C1(Cc2ccccc2C(F)(F)F)CCN(C2CCCC2)CC1,10%,12
CC(=N/O)/C(C)=N\NC(=O)c1ccccn1,8%,-11
COc1cccc(CN2CC(C(=O)NCCN3CCOC3=O)CCC2=O)c1 (stereo not drawn),8%,-2
COc1ccc([N+](=O)[O-])cc1NC(=O)CSCc1ccccc1,2%,-6
Cc1ccc(C2=NN(C(=O)CSc3nnnn3C)C(c3ccco3)C2)cc1 (stereo not drawn),?,.
CSc1ccc(CNCCN2CCOCC2)cc1,?,.
COCCNc1ccc(-c2nn(C)c(=O)c3ccccc23)cc1[N+](=O)[O-],?,.
CN(C)c1ccc(/C=N/NC(=O)c2ccc(-n3cnnn3)cc2)cc1,9%,10
CCOC(=O)C1=C(C)N(C)C(=O)C1CC(=O)O (stereo not drawn),-6%,-4
CC(=O)Oc1ccc(C(=O)O)c(OC(C)=O)c1,8%,3
CC[n+]1c(/C=C/c2ccc(OC)c(OC)c2)ccc2ccccc21,i,38
CNC(=O)OC(C)CNS(=O)(=O)c1ccc(C)cc1 (stereo not drawn),?,.
CC(=O)Nc1ccc2c(c1)C(=O)c1ccccc1C2=O,?,.
COCCNC(=O)/C(C#N)=C/c1cccc(NC(=O)c2ccccc2Cl)c1,?,.
O=C(C[n+]1cc(-c2ccc(Cl)c(Cl)c2)n2c1CCC2)N1c2ccccc2Sc2ccccc21,-26%,2
COCCCNC(=O)C(=O)Nc1cc2c3c(c1)CCN3C(=O)CC2,4%,4
COC(=O)c1c(NC(=O)COC(=O)c2ccc(O)cc2)sc2c1CCCCC2,?,.
O=C(CN1CCN(Cc2ccccc2)CC1)N/N=C\C=C/c1ccco1,12%,-1
NC(=O)c1nn(CC(=O)Nc2cccc(S(=O)(=O)N3CCCC3)c2)c(=O)c2ccccc12,?,.
O=C(COC(=O)c1cc(S(=O)(=O)N2CCCCC2)ccc1N1CCOCC1)c1ccc(Cl)cc1,?,.
O=C(CSc1nc2ccccc2o1)NC(=O)NCc1ccco1,i,.
COC(=O)c1ccc(NC(=O)COc2ccc(S(=O)(=O)N3CCCCC3)cc2)cc1,?,.
CSCCCNC(=S)Nc1ccc(N2CCOCC2)cc1,-6%,8
CC(C)Cc1nnc(NC(=O)C2CC(=O)N(c3ccc4c(c3)OCCO4)C2)s1 (stereo not drawn),9%,-18
CC(=O)Nc1ccc(S[C@@H](CCN2CC[C@H](C(C)(C)C)CCC2=O)c2ccccc2)cc1,?,.
Cc1cc(C(=O)NNC(=S)NC2CCCCC2)cs1,?,.
Cn1c(-c2ccccc2)cnc1NCc1cccc([N+](=O)[O-])c1,7%,22
CCCOc1ccc(N2C(=O)CC(N(CCc3ccc(OC)cc3)C(=O)c3cccc(F)c3)C2=O)cc1 (stereo not drawn),i,.
Cc1ccc(NS(=O)(=O)c2cc3c4c(c2)CC(=O)N4CCC3)cc1C,-26%,.
O=C1C=C(c2ccc3c(c2)OCO3)C[C@@H](c2ccc(F)cc2)C1,14%,-13
Cn1ncc([N+](=O)[O-])c1C(=O)Nc1ccc(Cl)cc1,?,.
CC(=O)Nc1nc(C)c(C(C)(C)C)s1,10%,-8
COc1ccc(NC(=S)NCc2cccnc2)cc1OC,28%,.
COc1cc(C)c(COc2ncnc3ccccc23)cc1OC,8%,1
COCCn1c(-c2cc(OC)c(OC)c(OC)c2)nc2nc3ccccc3nc21,?,.
CCCc1nnc(NC(=O)C2CCN(C(=O)C3CC(=O)N(c4ccc(C)cc4)C3)CC2)s1 (stereo not drawn),?,.
CC(C)OC(=O)CSc1nnc2n1C(C)(C)Cc1ccccc1-2,?,.
CCn1c(Cc2ccccc2)nnc1SCC(=O)Nc1ccc(N2CCOCC2)c(Cl)c1,i,.
O=C(Nc1cccc(C(F)(F)F)c1)c1cnc2n(c1=O)CCS2,-4%,3
O=C(O)COc1ccccc1/C=N/NC(=O)CSc1nc2ccccc2c(=O)n1-c1ccc(Cl)cc1,-8%,-3
Cn1c2c(c(=O)n(C)c1=O)C(c1ccc(F)cc1)C(C#N)=C(N)O2 (stereo not drawn),i,.
CCOC(=O)COc1ccc2c3c(c(=O)oc2c1C)CCC3,i,-8
O=C(NCCCN1CCOCC1)c1sc2ccccc2c1Cl,-13%,-5
O=C1C=C(c2cccc(Cl)c2O)C[C@@H](c2ccc(F)cc2)C1,?,.
Cc1nn(CC(=O)NCC2CCCO2)c(C)c1[N+](=O)[O-] (stereo not drawn),-3%,0
Cc1cc(C)nc(/N=C2\NC(=O)CC(C(=O)O)N2c2ccc(F)c(Cl)c2)n1 (stereo not drawn),?,.
COc1ccc(CNC(=O)CCn2c(=O)[nH]c3ccccc3c2=O)cc1,25%,-21
COc1cc2[nH]c(C(=O)N3CCc4ccccc43)cc2c(OC)c1OC,?,.
CNC(=O)NNC(=O)c1onc(-c2c(Cl)cccc2Cl)c1C(=O)OC,5%,20
O=C(O)c1cn(-c2ccccc2)c(=O)c2ccccc12,?,.
Cn1c(COc2ccccc2)nnc1SCCSc1nnc(COc2ccccc2)n1C,?,.
CN(C)c1ccc(NC(=O)Cn2c(=O)n(Cc3ccccc3)c(=O)c3ccccc32)cc1,-5%,-23
O=C1CN(C(=O)c2ccco2)C(c2ccccc2)c2cc(Cl)ccc2N1 (stereo not drawn),?,.
O=C1c2cccc3cc([N+](=O)[O-])cc(c23)C(=O)N1CC1CCCO1 (stereo not drawn),?,.
CCc1c(C)nc(SCC(=O)NC2CCCC2)[nH]c1=O,?,.

# Some of these compounds in order of their number in S3 lipid droplet cell count max, high to low.
SMILES	S3 lipid droplet cell count max
COc1cc(C)c(COc2ncnc3ccccc23)cc1OC	1
O=C(O)COc1ccccc1/C=N/NC(=O)CSc1nc2ccccc2c(=O)n1-c1ccc(Cl)cc1	-3
O=C(NCCCN1CCOCC1)c1sc2ccccc2c1Cl	-5
CCOC(=O)COc1ccc2c3c(c(=O)oc2c1C)CCC3	-8
COc1ccc(CNC(=O)CCn2c(=O)[nH]c3ccccc3c2=O)cc1	-21
